Bioassay records deposited in PubChem BioAssay by National Center for Advancing Translational Sciences (NCATS).
BCR signal inh: qHTS Assay to Find Inhibitors of Chronic Active B-Cell Receptor Signaling | Potency, µM (titrated, usually from 46.1 µM), inactives show top-dose ratio change, negative = lower green/red ratio, usual class: inhibitors | 0.05% of 340,000 active | ABC-DLBCL IkBa-CBG/CBR reporter, luminescence ratio, 4 h | AID 493014, 2011; active = well fitted inhibition curve with a large enough effect in the signal ratio, with a control signal flat, not every such curve was filed as active; inconclusive = small, poorly fitted or top-dose-only effect, or effect the other way, or a change in a side signal; the % refers to the signal ratio;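 note: potency is the fitted concentration of half-maximal effect; plate controls were basal doxycycline-induced cells for no effect and cells given 10 µM MG132 for full effect; MG132 reads +100%, hits lower the ratio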
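Cell line TMD8 (human ABC DLBCL), stably expressing tet-inducible CBG68-IkBa fusion and CBR; IMDM/0.5% FBS; cpd up to 46 uM; dox induction, 4 h, 37C/5% CO2; dual luminescence; green/red ratio; MG132 control.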
KCNH2 WT inh: qHTS for Inhibitors of KCHN2 3.1: Wildtype qHTS; AID 720551, 2013; U2OS, BacMam KCNH2, thallium flux FluxOr; active compounds read low; activity change, % at 1.84 µM; 0.37% of 340,000 active;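 active = maximum activity change below -70%; inconclusive = maximum activity change between -70% and -50%; inactive = maximum activity change above -50%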; note: % is set by controls: 0 for no effect and ±100 for the full control effect
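U2OS cells transduced with wild-type KCNH2 virus are loaded with FluxOr dye for 45 min, and thallium flux is measured in kinetic reads before and after stimulation buffer. Rate constants are normalized to DMSO controls.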
GALK inh: qHTS Assay for Inhibitors of Human Galactokinase (GALK) | 0.007% of 270,000 active | Potency, µM (titrated, usually from 57.5 µM), for inactives: top-dose activity change, negative = inhibition, actives largely listed as inhibitors | P51570 | Purified GALK, Kinase-Glo residual ATP luminescence; note: potency is the fitted concentration of half-maximal effect; % is set by controls: 0 for no effect and ±100 for the full control effect
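ATP-depletion format; final 35 uM ATP, 100 uM D-galactose, 5 nM enzyme; pH 8.0 HEPES/Mg2+ buffer; 60 min RT; luminescence read 10 min after detection reagent.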
Eya2 phos inh: qHTS Assay for Inhibitors of the Phosphatase Activity of Eya2; Protein phosphatase EYA2 (Homo sapiens), O00167; recombinant Eya2, OMFP fluorescence dephosphorylation (OMFP is methylfluorescein phosphate); Potency, µM (series often up to 76.9 µM), for the others: at the highest dose activity, negative = inhibition, most hits filed as inhibitors; 0.006% of 330,000 active; AID 488837, 2010; note: potency is the fitted concentration of half-maximal effect; % is set by controls: 0 for no effect and ±100 for the full control effect
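Eya2 (0.2 uM) preincubated 10 min at ambient with compound, then OMFP substrate added at 50 uM; 10 min reaction in 50 mM HEPES pH 7.5, 50 mM NaCl, 5 uM MgCl2, 0.05% BSA, 1 mM DTT. Fluorescence read at Ex 485/Em 525 nm.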
Menin-MLL TR inh: qHTS Assay for Inhibitors Targeting the Menin-MLL Interaction in MLL Related Leukemias: Competition With Texas Red Labeled MLL-derived Mutant Peptide; Potency, µM (series often up to 61.6 µM), without a hit: top-dose FP activity change, negative = inhibition, usual class: inhibitors; O00255; Menin + Texas Red MLL mutant peptide, fluorescence polarization; 0.23% of 270,000 active; active = well fitted inhibition curve with a large enough effect in the polarisation, with a control signal flat, not every such curve was filed as active; inconclusive = small, poorly fitted or top-dose-only effect, or effect the other way, or a change in a side signal; inactive = no such curve, though single readings can be large or run the other way; the % refers to the polarisation; note: potency is the fitted concentration of half-maximal effect; % of control where 0% means no effect; many of its hits are not listed in these tables
TSHR antag: Antagonists of the Thyroid Stimulating Hormone Receptor: HTS campaign; 0.2% of 330,000 active; activity change, negative = inhibition, % at 11.5 µM; Thyrotropin receptor (Homo sapiens), P16473; TSHR-expressing cells, TSH-stimulated cAMP HTRF, 2 h; active compounds read low;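 active = activity change below a set negative limit, meaning inhibition stronger than a set level, cut at about -70% in these data; inconclusive = activity change between two set negative limits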; note: % is set by controls: 0 for no effect and ±100 for the full control effect
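Competitive HTRF cAMP read-out (cryptate anti-cAMP antibody, cAMP-d2; 30 min, room temperature) in freshly harvested TSHR cells. Compounds added before TSH at EC80 (4nM final), followed by 2 hours' incubation at 37 deg C.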
ASM inhibitor: Inhibitors of Secretory Acid Sphingomyelinase (S-ASM): qHTS. Sphingomyelin phosphodiesterase (Homo sapiens), P17405. AID 504937, 2011. placental ASM, HMU-PC fluorogenic substrate, 60 min. 0.006% of 340,000 active. Potency, µM (series often up to 57.5 µM), for the others: at the highest dose activity change, negative = inhibition, actives largely listed as inhibitors; note: potency is the fitted concentration of half-maximal effect
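Human placenta-derived ASM preincubated with compound 10 min at room temperature, then reacted with 9 uM (final) fluorogenic HMU-PC substrate for 60 min at 37 C. Stop solution raises pH to 10; fluorescence read at Ex 386/Em 447 nm.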
MBNL1-CUG inh: qHTS Assay for Inhibitors of MBNL1-poly(CUG) RNA binding. AID 2675, 2010. TR-FRET MBNL1-His/biotin-(CUG)12 binding, 665/545 ratio. Potency, µM (doses to about 57.5 µM), for the others: at the top dose activity change, negative = inhibition, most hits filed as inhibitors. 0.036% of 280,000 active. Muscleblind-like protein 1 (Homo sapiens), Q9NR56; active = well fitted inhibition curve with a large enough effect in the signal ratio, with a control signal flat, not every such curve was filed as active; inconclusive = small, poorly fitted or top-dose-only effect, or effect the other way, or a change in a side signal; inactive = no such curve, though single readings can be large or run the other way; the % refers to the signal ratio; note: potency is the fitted concentration of half-maximal effect; % is set by controls: 0 for no effect and ±100 for the full control effect
Target sequence (Q9NR56 whole entry, looked up): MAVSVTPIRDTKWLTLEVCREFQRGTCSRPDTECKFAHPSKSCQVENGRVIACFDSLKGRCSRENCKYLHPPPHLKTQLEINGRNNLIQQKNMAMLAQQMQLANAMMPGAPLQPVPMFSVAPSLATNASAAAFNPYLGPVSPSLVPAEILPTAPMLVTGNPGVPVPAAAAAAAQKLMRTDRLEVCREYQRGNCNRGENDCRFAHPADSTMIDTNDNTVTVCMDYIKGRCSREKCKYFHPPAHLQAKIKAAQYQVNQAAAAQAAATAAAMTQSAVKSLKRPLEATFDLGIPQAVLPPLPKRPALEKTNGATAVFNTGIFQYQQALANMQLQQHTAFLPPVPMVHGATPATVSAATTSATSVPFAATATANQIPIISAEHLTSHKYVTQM
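Inhibition of protein-RNA binding appears as loss of TR-FRET between terbium anti-His antibody on MBNL1-His and streptavidin-XL665 on biotin-(CUG)12. Activity is normalized to buffer-only and uninhibited-complex controls.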
Mito fusion act: qHTS Assay for Small Molecule Inhibitors of Mitochondrial Division or Activators of Mitochondrial Fusion | S. cerevisiae fusion-defective mutant growth rescue, CellTiterGlo 48 h | Potency, µM (series often up to 46.1 µM), without a hit: at the highest dose growth rescue (activation), most hits filed as activators | 0.23% of 320,000 active;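 note: potency is the fitted concentration of half-maximal effect; % of control where 0% means no effect; nearly all actives have a fitted effect of over 45% in size; temperature-sensitive fusion mutants such as fzo1-1 at 37 °C on non-fermentable ethanol glycerol medium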
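Growth-rescue viability read-out: after 48 h at the non-permissive 37C in glycerol/ethanol YPEG, yeast mitochondrial fusion mutants are measured by CellTiterGlo luminescence; compounds (23 nl pinned per well) restoring growth score as division inhibitors or fusion activators.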
USP2a inh: qHTS Assay for Inhibitors of Ubiquitin-specific Protease USP2a Using CHOP2 as the Reporter | 0.01% of 330,000 active | Ubiquitin carboxyl-terminal hydrolase 2 (Homo sapiens), O75604 | Potency, µM (series often up to 38.3 µM), without a hit: at the highest dose activity change, negative = inhibition, usual class: inhibitors | USP2 core, Ub-CHOP2 coupled fluorogenic reporter, 485/531;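 note: potency is the fitted concentration of half-maximal effect; plate controls were DMSO wells for no effect and full inhibition by NEM control for full effect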
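Cell-free coupled assay: 10nM USP2 core preincubated 30min RT with compound in Tris-HCl pH 8.0/CaCl2/CHAPS buffer, then 25nM Ub-CHOP2 and 25nM reporter substrate; fluorescence (Ex 485/Em 531) read after 60min RT, normalized to NEM inhibition, concentration-response curves fitted.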
PKM2 activator: qHTS Assay for Activators of Human Muscle isoform 2 Pyruvate Kinase. Pyruvate kinase PKM (Homo sapiens), P14618. 0.34% of 260,000 active. purified PKM2, Kinase-Glo ATP luminescence, activation; response scale: 0% is enzyme alone, no compound. AID 1631, 2009. Potency, µM (highest dose often 57.5 µM), without a hit: top-dose activation, actives largely listed as activators; note: potency is the fitted concentration of half-maximal effect; % is set by controls: 0 for no effect and ±100 for the full control effect; nearly all actives have a fitted effect of over 55% in size
Target sequence (P14618 whole entry, looked up, canonical isoform): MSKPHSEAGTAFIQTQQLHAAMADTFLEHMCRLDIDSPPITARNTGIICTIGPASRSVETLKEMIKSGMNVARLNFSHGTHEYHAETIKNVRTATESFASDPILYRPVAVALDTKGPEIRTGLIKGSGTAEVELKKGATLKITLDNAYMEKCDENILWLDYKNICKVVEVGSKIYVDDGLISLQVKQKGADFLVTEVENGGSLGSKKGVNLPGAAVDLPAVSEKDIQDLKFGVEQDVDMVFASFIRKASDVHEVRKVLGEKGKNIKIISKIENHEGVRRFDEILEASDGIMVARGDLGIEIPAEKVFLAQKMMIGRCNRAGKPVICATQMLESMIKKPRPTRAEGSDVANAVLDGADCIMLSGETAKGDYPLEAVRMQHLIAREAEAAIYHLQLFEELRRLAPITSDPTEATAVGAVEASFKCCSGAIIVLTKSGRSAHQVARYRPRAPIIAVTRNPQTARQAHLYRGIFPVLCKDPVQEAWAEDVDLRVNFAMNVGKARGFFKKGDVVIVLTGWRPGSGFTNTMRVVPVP
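Purified hPK-M2 (>95%) run at intermediate activity with 0.1 mM ADP and 0.5 mM PEP in 50 mM imidazole pH 7.2, KCl, MgCl2; 1 h room temperature. ATP formed read by Kinase-Glo luminescence; normalized to uninhibited and no-enzyme controls.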
* = called active by the depositor; ? = inconclusive; . = no result given; [ ] = remark or other dose. Unless noted, calls come from the whole dose curve; as a rule, active = well fitted curve in the direction sought with a large enough effect; inconclusive = small, poorly fitted or top-dose-only effect, or another doubt; inactive = no such curve, though single readings can be large; an effect the other way counts as inactive or inconclusive.

SMILES	BCR signal inh	KCNH2 WT inh	GALK inh	Eya2 phos inh	Menin-MLL TR inh	TSHR antag	ASM inhibitor	MBNL1-CUG inh	Mito fusion act	USP2a inh	PKM2 activator
CCOc1cc(C2C(C(=O)O)c3cc(OCC)c(OCC)cc3C(=O)N2C)ccc1O (configuration not stated)	10%	-14	1%	4%	-4%	1	2%	-5%	-5%	1%	-3%
COc1ccc(C(=O)C2CCCN(Cc3ccc(C#CCCO)cc3)C2)c(OC)c1 (configuration not stated)	10%	-9	4%	-4%	-8%	-1	0%	-13%	-6%	1%	-4%
CCCCN1C(=O)/C(=C/C=C2/CC(C)(C)CN2C)SC1=S	?	-38	-1%	8%	7%	-13	-13%	.	2%	?	2%
CC(C)Oc1ccc(C(=O)Nc2ccc(N3CCCCC3)cc2)cc1	0%	-19	0%	-2%	-23%	-6	7%	.	-1%	3%	1%
CC(=O)NC(CCS(C)(=O)=O)C(=O)Nc1ccc(Cl)c(Cl)c1 (configuration not stated)	8%	-4	1%	9%	-7%	2	1%	3%	-4%	6%	3%
CCCS(=O)(=O)C/C(N)=N/OC(=O)c1ccc(Cl)cc1	?	-6	0%	?	.	0	3%	.	-3%	1%	0%
O=[N+]([O-])c1ccc(O)c(/C=N/Nc2ccc(Cl)nn2)c1	?	-5	2%	-4%	63%[activator]	3	-1%	?	-7%	-3%	-8%
COC(=O)c1ccc(-c2nc(O)c3cnccn23)cc1	?	8	-1%	-1%	10%	-7	0%	?	0%	-1%	-2%
COc1ccccc1NC(=O)C(=O)NCC(c1ccco1)N1CCc2ccccc2C1 (configuration not stated)	?	-2	.	-17%	.	-11	-1%	.	22%	0%	.
Cc1ccc2sc(N(CCCN(C)C)C(=O)c3ccc(Br)s3)nc2c1C	?	20	-2%	-19%	-19%	9	-15%	23%	5%	-5%	4%
O=C(CN(Cc1ccc(F)cc1)C(=O)CCC(=O)Nc1ccccn1)NCc1ccco1	-3%	12	-1%	9%[15.4 µM]	-10%	-2	0%	-4%	0%	0%	12%
CCc1ccccc1NC(=O)CC1S/C(=N\c2nccs2)N(CC)C1=O (configuration not stated)	-1%	6	-1%	8%	1%	-4	-2%	0%	-1%	3%	-2%
Cc1ccc(/C=N/n2nnnc2N)cc1[N+](=O)[O-]	-1%	2	-2%	25%	5%	4	-1%	?	5%	4%	9%
CC(=O)Nc1ccc(S(=O)(=O)NCC(=O)N2CCN(S(=O)(=O)c3cccs3)CC2)cc1	-4%	2	.	-10%	.	13	3%	.	6%	0%	.
O=C(COC(=O)/C=C/c1ccc(Cl)cc1)Nc1ccccc1	4%	2	1%	-9%	?	-19	-5%	-3%	3%	0%	-9%
Cc1c2ccccc2c(C)c2c1ccc1ccccc12	?	-10	.	1%	.	-23	185%[activator]	.	16%	-1%	.
NC(=O)CC(NC(=O)c1ccccc1)c1ccc(NCC2CC2)c([N+](=O)[O-])c1 (configuration not stated)	-1%	6	6%	-9%	.	0	-1%	?	0%	-11%	-2%
Cc1cc(C)c2c(NC(=S)Nc3ccccc3)n[nH]c2n1	14%	0	-2%	3%	61%[activator]	-8	2%	3%	-5%	1%	-25%
CC(O)CNc1nc2ccccc2n1CC(=O)NCC(F)(F)F (configuration not stated)	2%	-15	-2%	-4%	0%	-8	10%	-5%	1%	1%	-3%
CC(C)C(=O)Nc1cccc(NC(=O)c2cc3ccccc3o2)c1	?	9	3%	5%	-17%	-5	-6%	-1%	18%	1%	-2%
CC(=O)Nc1ccccc1OCC(=O)c1ccc2c(c1)OCO2	-1%	-7	3%	-11%	-4%	-5	-3%	7%	0%	0%	8%
COc1ccc(C2CC2C(C)=O)cc1 (configuration not stated)	-1%	-2	7%	2%	-9%	-1	2%	-1%	-5%	4%	-3%
CNC(=O)c1c(NC(=O)c2cc(-c3cc(C)c(C)cc3O)n[nH]2)sc2c1CCCC2	?	5	4%	-4%	.	8	-2%	42%[activator]	14%	5%	-7%
CC(NC(=O)c1noc2c1CCCC2)c1ccccc1 (configuration not stated)	5%	6	-2%	-15%	8%	6	8%	5%	4%	5%	4%
COc1ccc(NC(=O)CN(CC(=O)Nc2ccc(OC)cc2)C(C)(C)CO)cc1	-2%	-10	.	3%	?	12	-3%	-3%	-4%	1%	.

Following part.
SMILES	BCR signal inh	KCNH2 WT inh	GALK inh	Eya2 phos inh	Menin-MLL TR inh	TSHR antag	ASM inhibitor	MBNL1-CUG inh	Mito fusion act	USP2a inh	PKM2 activator
CCc1ccc(NCCC(=O)c2ccc(Br)cc2)cc1	?	-6	0%	7%	10%	18	-2%	-7%	-5%	0%	-6%
CSc1nc2cc(C)nn2c(-c2ccccc2Cl)c1C#N	8%	9	-1%	4%	.	-4	12%	.	-1%	-1%	-5%
Cc1ccc2c(C(=O)CN3CCCC(C)C3)c(C)[nH]c2c1 (configuration not stated)	-1%	15	.	0%	1%	10	-1%	-2%	-6%	1%	.
COc1ccc(NC(c2ccccc2)c2ccncc2)cc1 (configuration not stated)	-4%	0	3%	2%	?	5	3%	3%	-3%	2%	.
CN(C)c1cccc(C(=O)OCC(=O)Nc2ccccc2Cl)c1	?	12	8%	-10%	-26%	34	29%	.	0%	-4%	-10%
O=C(CN1C(=O)c2cccnc2Oc2ccc(Cl)cc21)NC1CCCCC1	?	3	.	-2%	-11%	-2	-1%	-4%	1%	1%	-20%
O=C(Nc1ccccc1C(F)(F)F)c1cc2ccccc2o1	3%	-3	0%	-3%	4%	-10	0%	1%	-3%	1%	-10%
Cn1cc(C(=O)C(=O)N2CCCC2)c2ccccc21	1%	9	2%	-5%	0%	18	3%	-3%	0%	2%	-3%
CN(C)/C=N/c1ncc(C(=O)c2ccccc2)s1	?	4	0%	9%	-15%	-7	53%[activator]	?	-2%	-1%	0%
CCc1ccc(NC(=O)CCNC(=O)Cn2cnc3ccccc3c2=O)cc1	16%	-3	-4%	-6%	8%	-9	-1%	-4%	3%	2%	0%
Cc1sc2nc(CN(C(=O)c3cccs3)C3CCCC3)[nH]c(=O)c2c1C	-3%	2	4%	-6%	-12%	8	-9%	2%	26%	-1%	-1%
Cc1nnc(SCC(=O)NCC(=O)Nc2ccc(F)c(F)c2F)n1N	1%	-5	.	5%	.	-6	-3%	.	.	1%	.
Cc1ccccc1C(=O)NNC(=S)Nc1cccc(C(F)(F)F)c1	?	10	0%	4%	?	33	-4%	?	1%	-7%	9%
CCOC(=O)NS(=O)(=O)c1ccc(CCNC(=O)c2cc(C)on2)cc1	0%	-16	1%	5%	-9%	0	0%	-9%	-5%	1%	-1%
O=C(NCC1CCCO1)c1ccc(Br)s1 (configuration not stated)	9%	-5	-3%	1%	.	-1	1%	2%	3%	2%	0%
COc1ccc(NC(=O)N(C)C[C@@H]2Oc3c(NC(=O)Nc4c(C)noc4C)cccc3C(=O)N([C@@H](C)CO)C[C@@H]2C)cc1	-6%	2	.	-2%	.	-2	3%	.	.	4%	.
CCOC(=O)N1CCC(NC(=O)c2cc(S(=O)(=O)N3CCCCC3)ccc2F)CC1	1%	-4	-2%	14%	-20%	22	1%	9%	-3%	1%	0%

An excerpt; rates above refer to the full screens.
